D2 PAM: HTS Assay for Positive Allosteric Modulators of the Human D2 Dopamine Receptor: Primary Screen for Potentiators. HEK293 T-REx D2, calcium flux, EC20 dopamine potentiation. potentiation, % at 10 µM. 0.34% of 340,000 active;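 active means potentiation over 3 SD above the plate norm, cut at about 30% in these data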; further: 0% is about no effect
Target sequence (P14416 whole entry, looked up): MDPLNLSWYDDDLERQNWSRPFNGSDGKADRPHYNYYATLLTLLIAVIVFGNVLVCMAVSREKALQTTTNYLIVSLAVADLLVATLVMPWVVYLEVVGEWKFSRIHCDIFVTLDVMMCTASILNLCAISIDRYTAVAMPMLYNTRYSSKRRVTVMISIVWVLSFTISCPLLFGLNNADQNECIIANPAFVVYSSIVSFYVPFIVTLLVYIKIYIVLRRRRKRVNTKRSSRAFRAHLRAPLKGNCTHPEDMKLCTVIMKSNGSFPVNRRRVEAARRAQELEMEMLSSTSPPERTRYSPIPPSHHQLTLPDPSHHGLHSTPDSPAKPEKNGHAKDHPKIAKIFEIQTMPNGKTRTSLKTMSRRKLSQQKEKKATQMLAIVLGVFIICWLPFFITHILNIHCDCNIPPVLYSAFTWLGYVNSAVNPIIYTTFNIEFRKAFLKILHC
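Using a no-wash calcium dye in inducible, force-coupled HEK293 Trex cells expressing D2, we tracked fluorescence each second for 180 s after compound, then for 180 s after EC20 dopamine to detect augmented signalling.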
D1 antag: Antagonist of Human D 1 Dopamine Receptor: qHTS. D(1A) dopamine receptor (Homo sapiens), P21728. HEK293 TREx D1 cells, calcium flux, dopamine EC80; hits give low values. activity change, negative = inhibition, % at 10 µM. 3.2% of 360,000 active. AID 504652, 2011; in the data active means activity change below about -30%; further: on the % scale 0 is the no-effect control and ±100 the full control effect
Target sequence (P21728 whole entry, looked up): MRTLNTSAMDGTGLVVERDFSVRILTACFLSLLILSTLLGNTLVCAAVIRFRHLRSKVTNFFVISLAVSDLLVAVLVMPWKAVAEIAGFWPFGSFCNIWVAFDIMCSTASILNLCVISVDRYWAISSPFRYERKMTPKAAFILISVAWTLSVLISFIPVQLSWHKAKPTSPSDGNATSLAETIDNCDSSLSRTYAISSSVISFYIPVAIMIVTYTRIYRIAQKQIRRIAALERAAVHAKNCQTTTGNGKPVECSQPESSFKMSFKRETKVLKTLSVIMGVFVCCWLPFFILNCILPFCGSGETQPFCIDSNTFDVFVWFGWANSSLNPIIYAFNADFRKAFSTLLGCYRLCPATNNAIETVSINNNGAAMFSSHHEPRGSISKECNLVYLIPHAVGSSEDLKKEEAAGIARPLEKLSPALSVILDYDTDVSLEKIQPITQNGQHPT
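Calcium flux readout: force-coupled, inducible Hek293 Trex D1 line, cells induced overnight at 30 C with tetracycline, dye-loaded 30–90 min at RT. Antagonism scored against EC80 dopamine challenge given 180 s after compound.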
TRHR enhancer: qHTS for Small Molecule Agonists and Allosteric Enhancers of Human TRH Receptor: Primary Screen for Enhancers | Thyrotropin-releasing hormone receptor (Homo sapiens), P34981 | TRHR cells, fluo-8 calcium fluorescence, EC20 TRH enhancement | enhancement, % at 2 µM | 0.66% of 360,000 active | AID 493056, 2011; in the data active means enhancement above about 30%; further: 0% is about no effect
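Enhancer read-out: after compound pinning and an initial kinetic agonist-mode read, an EC20 of TRH (10 nM final) was injected and fluo-8 calcium signal (Ex 480/Em 530) followed at 1 s/cycle for 100 cycles in TRHR-expressing cells.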
D2 ag: HTS Assay for Allosteric Agonists of the Human D2 Dopamine Receptor: Primary Screen for Agonists; D(2) dopamine receptor (Homo sapiens), P14416; HEK293 T-REx D2 cells, calcium flux agonist mode; activation, % at 2 µM; 0.53% of 340,000 active; AID 485358, 2010;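 active means activation over 3 SD above normal in the single-dose calcium agonist read, cut at about 30% in these data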; further: 0% is about no effect
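HEK293 Trex D2 cells, tetracycline-induced, o/n 30 C 5% CO2; no-wash Ca dye, RT 30–90 min; 10-cycle baseline, 23 nl cpd added, kinetic Ca read 180 s; agonist hits = positive Ca response.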
D1 agonist: Allosteric Agonists of the Human D1 Dopamine Receptor: qHTS. HEK293 T-REx D1 cells, calcium flux, agonist mode. AID 504660, 2011. 1% of 360,000 active. activation, % at 2 µM. D(1A) dopamine receptor (Homo sapiens), P21728; further: 0% is about no effect
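Tetracycline-induced HEK293 TREx D1 cells, force-coupled to calcium signalling, were dye-loaded with a no-wash calcium kit. Compound was pin-added after a 10 s baseline. Fluorescence was read kinetically at 1 cycle/s for 180 s, with calcium rises flagged as agonism.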
RXFP1 antag: qHTS Assay for Antagonists of the Relaxin Receptor RXFP1; HEK293-RXFP1, relaxin-stimulated cAMP HTRF, 30 min; hits give low values; activity change, negative = inhibition, % at 57.5 µM; 0.59% of 350,000 active;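 active means activity change of -60% or lower, but not beyond a set lower limit; inconclusive means change between -60% and -40%, or beyond the set limit; inactive means change above -40%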; further: on the % scale 0 is the no-effect control and ±100 the full control effect
D2 antagonist: HTS Assay for Allosteric Antagonists of the Human D2 Dopamine Receptor: Primary Screen for Antagonists; inhibition, % at 10 µM; 2% of 340,000 active; HEK293 TREx D2 cells, calcium flux, dopamine EC80; in the data active means inhibition above about 30%; further: 0% is about no effect
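Calcium flux kinetic readout in an inducible HEK293 TREx D2 line plated overnight at 30 C. After 180 s compound exposure, an EC80 dopamine challenge follows with another 180 s kinetic read to detect antagonism.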
D1 PAM: Potentiators of Human D1 Dopamine Receptor: qHTS | HEK293 TREx D1 cells, calcium flux, dopamine EC20 potentiation | AID 504651, 2011 | 0.036% of 360,000 active | potentiation, % at 10 µM; in the data active means potentiation above about 30%; further: 0% is about no effect
TRHR ag: qHTS for Small Molecule Agonists and Allosteric Enhancers of Human TRH Receptor: Primary Screen for Agonists. TRHR cells, calcium flux fluo-8, FDSS agonist mode. Thyrotropin-releasing hormone receptor (Homo sapiens), P34981. AID 493084, 2011. activation, % at 2 µM. 0.18% of 360,000 active; further: 0% is about no effect
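TRHR-expressing cells loaded with fluo-8 calcium dye; 23 nL library compound pin-transferred, kinetic FDSS fluorescence (Ex 480/Em 530) recorded about 180 s for agonist-induced calcium release, before a 10 nM TRH EC20 addition for potentiator mode.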
Active calls of the source: *; u = inconclusive; x = not tested or not shown. Unless noted, no stated cut-off is given here; in the data, active means activation above about 30%; inactive means the rest.

No.	molecule	D1 antag	RXFP1 antag	TRHR ag	D2 antagonist	D1 agonist	TRHR enhancer	D2 PAM	D2 ag	D1 PAM
1	COc1ccc(CNC(=O)C(C)N2C(=O)COc3ccc(C)cc32)c(OC)c1 (stereo not drawn)	-10	-5	-0.1	-14	0	-8	-1	-0.5	3
2	CC(=O)OCC#CCSc1nc2ccccc2n1C	13	x	0.7	13	-1	-2	10	-0.5	-8
3	Cc1[nH]c2ccccc2c1C(=O)CSC(=S)N1CCCCC1	-11	-9	0.7	-1	8	16	-4	1.2	-1
4	O=c1c2ccccc2nc(COc2ccccc2)n1/N=C/c1ccc(O)c(O)c1	10	-9	-0.1	5	-1	-2	3	-1.1	-5
5	COC(=O)COc1ccc(C2Nc3c(Cl)ccc(C(=O)O)c3C3C=CCC32)cc1 (stereo not drawn)	-7	-19	0.2	20	4	2	-11	-0.1	-4
6	COc1ccc(CNC(=O)CS(=O)(=O)Cc2nc(-c3ccc(OC)cc3)oc2C)cc1	-16	-3	-0.2	0	7	0	0	0.0	-23
7	COc1ccccc1N(CC(=O)N1CCN(c2ccccc2)CC1)S(=O)(=O)c1ccc(C)cc1	17	-22	1.4	-5	8	3	6	3.3	-1
8	CCOC(=O)C(NCCc1ccc(F)cc1)(NC(=O)CC)C(F)(F)F (stereo not drawn)	3	2	-0.3	-3	0	13	5	3.6	1

No.	molecule	D1 antag	RXFP1 antag	TRHR ag	D2 antagonist	D1 agonist	TRHR enhancer	D2 PAM	D2 ag	D1 PAM
9	O=C(CC1SC(=O)N(c2ccccc2)C1=O)Nc1cccc2ccccc12 (stereo not drawn)	8	u	0.8	-15	3	1	-5	-0.5	-9
10	COc1cc2c(cc1OC)C(c1ccccc1F)NCC2 (stereo not drawn)	10	12	0.5	-7	1	-2	7	1.0	-6
11	COc1ccc(OC)c(/C=N/NC(=O)CCc2ccc(O)c(O)c2)c1	2	8	0.7	x	18	0	-20	x	-9
12	CCc1ccccc1NC(=O)Nc1cc(C(=O)NCc2ccccc2OC)ccc1N1CCCC1	-2	3	-0.9	x	2	-2	1	0.2	0
13	COc1cccc(C(=O)NCCS(=O)(=O)N2CCC(C)CC2)c1	22	1	0.0	-6	3	-7	8	-0.7	-4
14	Oc1ccc(-c2nc3ccc4ccccc4c3c3c2CCC3)cc1O	-7	-31	0.1	10	3	9	14	1.7	-2
15	O=C(Nc1nc2c(F)cccc2s1)c1ccc2c(c1)OCCO2	6	x	0.6	x	3	9	0	0.2	2
16	C#CC(C)OC(=O)C(C)NC(=O)c1ccccc1 (stereo not drawn)	46	x	-0.2	-5	3	-1	-5	0.3	3

No.	molecule	D1 antag	RXFP1 antag	TRHR ag	D2 antagonist	D1 agonist	TRHR enhancer	D2 PAM	D2 ag	D1 PAM
17	Cc1ccc(S(=O)(=O)N2CCCC2)cc1C(=O)N1CCN(Cc2ccccc2)CC1	-24	-30	-0.1	10	-2	4	-21	0.6	-1
18	O=C(NCC(F)(F)F)Nc1nnc(C(F)(F)F)s1	-5	-8	-1.8	-2	18	2	-1	0.9	-7
19	CC(C)CC(=O)NCC1(N(C)C)CCCCC1	0	-10	0.5	x	0	1	-2	1.3	0
20	CCc1nnc(N2CCN(c3ncnc4c3oc3ccccc34)CC2)s1	-12	u	-0.3	-8	7	-2	15	-1.5	-3
21	CC(=O)c1cccc(OCc2cc(C(=O)NC3CCN(Cc4ccccc4)CC3)no2)c1	-21	0	0.7	27	26	-4	-25	0.3	-4
22	O=C(NCc1ccc2c(c1)OCO2)C1CCCN1C(=O)Nc1ccccc1 (stereo not drawn)	-16	-12	0.3	66*	1	3	-6	-0.3	-5
23	COc1ccc(NC(=O)Nc2c[nH]c(=O)[nH]c2=O)cc1	-1	-8	1.7	-3	2	-5	4	1.7	-2
24	COC(=O)c1ccc(CNC(=O)c2cc(COc3cncc(Cl)c3)on2)cc1	-29	5	1.7	12	19	-4	5	0.5	-3

No.	molecule	D1 antag	RXFP1 antag	TRHR ag	D2 antagonist	D1 agonist	TRHR enhancer	D2 PAM	D2 ag	D1 PAM
25	CS(=O)(=O)N(CC(=O)N1CCCC1)c1ccccc1F	13	14	0.2	-1	-1	-1	9	-0.4	1
26	COc1cc(OC)c(OC)cc1CN1CCN(S(=O)(=O)c2ccc(NC(C)=O)cc2)CC1	-19	-13	-2.8	-5	2	5	0	-0.5	-3
27	C/C(=N\NC(=O)c1c(Cl)cnn1C)c1ccc(NC(=O)c2ccc(Br)o2)cc1	-43*	-6	-0.5	-9	2	12	-2	-0.3	-8
28	CC(C)C(=O)Nc1ccc2c(c1)Cc1cc(NC(=O)C(C)C)ccc1-2	4	1	0.4	3	2	-5	-1	1.6	-4
29	O=C(Nc1ccc(N2CCOCC2)cc1)C1CC(O)CN1S(=O)(=O)c1ccc(Cl)cc1 (stereo not drawn)	9	7	0.2	-10	4	-4	0	0.0	-3
30	Cn1ncc(Br)c1C(=O)NC1C2CC3CC(C2)CC1C3 (stereo not drawn)	5	3	-0.9	-11	7	-6	5	-1.8	-3
31	Cc1cc(NC(=O)COc2ccccc2C)no1	-1	-3	0.8	0	0	3	-24	0.8	-1
32	CC1CN(CC(=O)NC(C)c2ccccc2)CC(C)O1 (stereo not drawn)	8	15	1.2	6	1	-4	-2	-0.1	-6

No.	molecule	D1 antag	RXFP1 antag	TRHR ag	D2 antagonist	D1 agonist	TRHR enhancer	D2 PAM	D2 ag	D1 PAM
33	COC(=O)CC1C(=O)NCCN1C(=S)NC(=O)C(c1ccccc1)c1ccccc1 (stereo not drawn)	9	-1	-0.7	2	2	6	4	0.2	4
34	CC1(C)CC(=O)c2cc(C(=O)NC3CCSC3=O)c(=O)n(-c3ccccc3)c2C1 (stereo not drawn)	0	-18	0.9	-10	3	-5	2	-0.4	6
35	C[C@H](NC(=O)c1ccccc1)C(=O)N1CCN(c2ccccc2)CC1	8	6	-0.1	30*	-1	-1	-3	-0.3	-2
36	CCNC(=O)c1ccccc1-c1nc(-c2ccccc2OC)no1	11	-7	-0.2	-15	1	15	-4	-0.2	4
37	Oc1c(C(c2cccs2)N2CCOCC2)sc2ncnn12 (stereo not drawn)	2	0	0.1	1	2	-3	-6	0.2	-1
38	CN1CCN(C(=O)CCCN2C(=O)/C(=C/c3cccc(Br)c3)SC2=S)CC1	-11	-22	1.0	-11	7	6	-11	1.2	-7
39	COc1ccccc1N1CCN(C2CCCN(C(=O)CCn3cncn3)C2)CC1 (stereo not drawn)	-21	-10	0.3	14	0	-2	-4	0.8	-2
40	CC1=C(C(=O)OC2CCCCC2)C(c2cccs2)n2c(nc3ccccc32)N1 (stereo not drawn)	-4	-11	0.4	20	5	-6	10	-1.7	-6

No.	molecule	D1 antag	RXFP1 antag	TRHR ag	D2 antagonist	D1 agonist	TRHR enhancer	D2 PAM	D2 ag	D1 PAM
41	CC(=O)N/N=C(\C)CCc1ccccc1	0	0	-1.2	6	5	-5	-4	2.5	4
42	COc1ccccc1N1CCN(C(=O)c2cc3c(=O)n4cccc(C)c4nc3s2)CC1	16	35	-0.5	4	1	28	10	0.0	-3
43	CC1CCC2C(=O)N(c3cccc(C(=O)Nc4ccc(F)cc4)c3)C(=O)C2C1 (stereo not drawn)	-24	-9	0.4	x	4	57*	x	x	-2
44	CC12CN3CC(C)(CN(C1)C3c1ccc(Br)cc1)C2 (stereo not drawn)	18	7	-0.2	23	1	-1	8	0.6	1
45	Cc1cc(Br)ccc1OCc1nc(-c2cccnc2)no1	-16	-10	-0.4	15	3	3	-6	0.8	-6
46	Cn1c(=O)c2c(n(Cc3ccccc3)c1=O)NC(=O)C2CC(=O)N1CCc2ccccc2C1 (stereo not drawn)	1	3	0.4	-28	-1	-10	-5	2.0	-6
47	CCOc1ccc(Cn2nnc3c(=O)[nH]c(C4CCN(C(=O)c5ccccc5)CC4)nc32)cc1	3	-16	0.0	x	0	3	10	-0.2	-1
48	CN(C)C(=O)c1ccc(Nc2nnc(-c3ccc(O)cc3)c3ccccc23)cc1	-11	-5	-0.4	4	3	3	-12	-1.0	-2

No.	molecule	D1 antag	RXFP1 antag	TRHR ag	D2 antagonist	D1 agonist	TRHR enhancer	D2 PAM	D2 ag	D1 PAM
49	Cc1ccc(OCC(O)CN2C(=O)NC(C)(C)C2=O)c(C)c1 (stereo not drawn)	-13	-6	0.0	-10	0	-5	3	0.9	13
50	CCOC(=O)c1ccc(NC(=O)CSc2nnnn2C2CCCCC2)cc1	4	-9	-0.5	-21	0	3	5	-0.3	-17
51	Cc1ccc(N(CC(=O)NCc2ccc3c(c2)OCO3)S(C)(=O)=O)cc1	-8	5	0.4	8	1	1	5	0.4	-2
52	CCC(CC)NC(=O)c1cc(OC)c(OC)c(OC)c1	5	-19	-0.3	-11	2	1	1	-1.5	4
53	CCOc1ccc(N2CC(C(=O)NCCC3=CCCCC3)CC2=O)cc1 (stereo not drawn)	-1	-13	-1.0	7	5	5	1	-0.7	-7
54	O=C(COC(=O)c1nc(-c2ccccc2)n(-c2cccc(C(F)(F)F)c2)n1)NCc1cccs1	-7	-7	-0.2	-17	6	-12	3	-0.4	-5
55	CCC(CC)c1nn2cc(-c3ccccc3)nc2s1	15	x	6.6	x	14	17	x	2.8	-1
56	COc1cccc2c1cc1c(=O)n(CC(=O)N3CCN(c4ccccc4F)CC3)nc(C)n12	-13	6	-0.4	x	-1	3	-6	24	-3

No.	molecule	D1 antag	RXFP1 antag	TRHR ag	D2 antagonist	D1 agonist	TRHR enhancer	D2 PAM	D2 ag	D1 PAM
57	CCc1ccc(NC(=O)CCNS(=O)(=O)c2cccc3nsnc23)cc1	-5	2	-0.3	-8	1	0	4	0.2	-6
58	COc1ccc(OC)c(S(=O)(=O)NCC(=O)NC2CCCc3ccccc32)c1 (stereo not drawn)	22	-11	-0.2	-11	0	-3	-3	0.2	-5
59	CCn1c(SC)nnc1-c1nn(-c2ccccc2)ccc1=O	3	u	0.3	x	1	-5	x	x	-2
60	Cc1ccc(NC(=S)Nc2ncccc2C)c(C)c1	-13	5	-0.5	5	0	1	15	0.3	1
61	Cc1cc(C)n2nc(C(=O)OCC(=O)N(C)Cc3ccccc3)nc2n1	7	31	0.1	-15	3	3	4	0.1	-1

Screening data from PubChem.
